MsrA inh = inhibitors of bovine MsrA; 360,000 tested, 0.75% active; AID 651718; purified bovine MsrA, absorbance read-out; inhibition, % at 15.5 µM; in the data active means inhibition above about 4.5%;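 further: 0% = vehicle wells with enzyme and 100% = reference inhibitor wells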
TbMetRS inhib = Trypanosoma brucei MetRS inhibition | purified T. brucei MetRS, ATP depletion, Kinase-Glo luminescence | inhibition, % at 11.9 µM | 360,000 tested, 0.4% active;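 active means inhibition above a per-plate cutoff of the control wells' mean inhibition plus 3 SD, cut at about 5.5% in these data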;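 further: 0% = DMSO wells median and 100% = median of wells with control inhibitor compound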
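assay system = parasite MetRS enzyme | timing = 15 min preincubation, 2 h reaction, all 25 °C | evaluation = percent inhibition relative to median high and low control wells | medium = HEPES buffer containing pyrophosphatase, BSA, spermine, DTT | compound = single dose, 11.9 µM final nominal, 0.9% final DMSO | detection = Kinase-Glo luminescence, ATP depletion format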
PABP1 MLLE inh = inhibitors of microRNA-mediated deadenylation, human PABP1 MLLE binding | 360,000 tested, 0.36% active | GST-MLLE / FITC-PAM2 fluorescence polarization | inhibition, % at 20 µM | AID 588489; in the data active means inhibition above about 35%, passing the limit was not always enough;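 further: plate controls were DMSO wells with GST-MLLE for no effect and wells lacking GST-MLLE protein for full effect; some results filed as inactive read as strong as hits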
Rin1-Abl PPI inh = inhibitors of human Rin1-Abl protein interaction; inhibition, % at 7.35 µM; 360,000 tested, 0.4% active; AID 588664; P00519+Q13671; TR-FRET Rin1/Abl binding, biochemical; in the data active means inhibition above about 5%, passing the limit was not always enough
Neddylation inh = cullin neddylation inhibition; AID 651699; 360,000 tested, 0.58% active; TR-FRET cullin neddylation, biochemical; P61081+Q13564; calls only at 25 µM; in the data active means inhibition above about 36%
FAS TE block = inhibitors of human fatty acid synthase thioesterase domain. P49327. recombinant FAS-TE, OMFH fluorogenic substrate, fluorescence endpoint. inhibition, % at 15 µM. 360,000 tested, 0.67% active;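 active means compounds whose normalised, plate-corrected inhibition of enzyme fluorescence in the single-dose primary screen is 50% or more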;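 further: 0% = DMSO with enzyme and 100% = substrate without enzyme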
E coli Lon inh = inhibits E. coli Lon protease; P0A9M0; purified E. coli Lon protease, fluorescence polarization; inhibition, % at 7.94 µM; 360,000 tested, 0.42% active; AID 602123; in the data active means inhibition above about 13%, passing the limit was not always enough;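 further: 0% = enzyme with probe and DMSO and 100% = no enzyme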
Target sequence (P0A9M0 whole entry, looked up): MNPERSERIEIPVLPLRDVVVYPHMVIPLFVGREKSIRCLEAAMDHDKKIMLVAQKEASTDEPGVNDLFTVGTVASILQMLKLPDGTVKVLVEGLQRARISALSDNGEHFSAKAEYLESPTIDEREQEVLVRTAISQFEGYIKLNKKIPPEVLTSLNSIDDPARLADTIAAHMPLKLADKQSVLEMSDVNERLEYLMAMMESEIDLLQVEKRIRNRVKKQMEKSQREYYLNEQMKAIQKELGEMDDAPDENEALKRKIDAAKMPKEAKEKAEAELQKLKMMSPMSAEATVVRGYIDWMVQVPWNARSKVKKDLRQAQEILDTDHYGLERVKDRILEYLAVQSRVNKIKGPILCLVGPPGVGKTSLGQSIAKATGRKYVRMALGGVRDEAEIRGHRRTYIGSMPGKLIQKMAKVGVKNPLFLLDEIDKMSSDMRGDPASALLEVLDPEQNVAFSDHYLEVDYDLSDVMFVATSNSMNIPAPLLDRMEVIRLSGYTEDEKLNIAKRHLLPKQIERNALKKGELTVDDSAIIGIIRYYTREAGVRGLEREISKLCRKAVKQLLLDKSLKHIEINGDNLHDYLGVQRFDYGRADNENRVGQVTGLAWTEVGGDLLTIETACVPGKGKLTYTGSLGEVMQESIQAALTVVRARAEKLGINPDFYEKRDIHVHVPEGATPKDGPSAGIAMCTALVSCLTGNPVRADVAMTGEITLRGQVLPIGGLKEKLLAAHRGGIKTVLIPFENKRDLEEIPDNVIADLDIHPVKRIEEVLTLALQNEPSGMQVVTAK
MsrA act = activates bovine MsrA enzyme | AID 602163 | 360,000 tested, 0.3% active | purified bovine MsrA, absorbance read-out | activation, % at 10.6 µM; in the data active means activation above about 7.5%;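 further: 0% = vehicle and 100% = reference activator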
CSN inh = CSN deneddylation inhibition. Q92905. Purified CSN, SCF-Nedd8-OG deneddylation, fluorescence polarization. inhibition, % at 12.5 µM. 360,000 tested, 0.38% active. AID 651999;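 active means pattern-corrected inhibition above about 35%, with an unprinted fluorescence ratio check between 0.5 and 1.5, limit read from the data, passing the limit was not always enough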;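 further: 0% = enzyme with substrate and 100% = substrate without enzyme; some results filed as inactive read as strong as hits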
Target sequence (Q92905 whole entry, looked up, one chain of several): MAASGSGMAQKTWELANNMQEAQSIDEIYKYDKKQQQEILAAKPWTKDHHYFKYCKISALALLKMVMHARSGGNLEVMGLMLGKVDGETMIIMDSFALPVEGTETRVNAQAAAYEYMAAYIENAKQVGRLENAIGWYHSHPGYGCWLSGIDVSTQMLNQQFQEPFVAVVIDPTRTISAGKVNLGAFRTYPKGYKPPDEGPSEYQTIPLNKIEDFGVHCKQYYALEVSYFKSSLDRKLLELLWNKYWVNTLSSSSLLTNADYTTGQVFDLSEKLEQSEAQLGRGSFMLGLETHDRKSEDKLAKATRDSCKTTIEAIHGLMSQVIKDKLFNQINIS
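Test system: Human Csn5 produced in HEK293T cells | Compound: 12.5 µM single point | Times: 90 min, room temperature | Signal: Fluorescence polarization readout | Read-out basis: % inhibition of substrate cleavage by Csn5 | Controls: no-enzyme wells high, enzyme-with-substrate wells low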
An asterisk follows results filed as active; i = inactive; . = not tested or not shown.

SMILES	MsrA inh	TbMetRS inhib	PABP1 MLLE inh	Rin1-Abl PPI inh	Neddylation inh	FAS TE block	E coli Lon inh	MsrA act	CSN inh
COc1ccc(NC(=O)c2cccnc2Nc2ccccc2)cc1	1.2	0.3	4	2	i	26	2	-2	-2
Cc1ccc(-c2cc(C(=O)N/N=C/c3ccc(F)cc3)n[nH]2)o1	-0.1	0.3	1	0	i	-1	-11	-3	6
Cc1cc(-c2nc3cc(F)ccc3s2)ccc1N	3.7	-0.5	-5	0	.	10	-6	-12	-4
CCOC(=O)C/C(C)=N/NC(=O)COc1ccccc1C	0.0	0.6	-2	3	i	-8	3	-5	-1
O=C(NCCC(=O)N1CCN(S(=O)(=O)c2ccccc2)CC1)c1ccc(Br)cc1	-0.1	-0.5	4	2	i	-2	5	0	-2
C=CCn1c(-c2ccccc2)c[nH]c1=S	-0.2	0.0	-32	-3	i	-2	2	4	-2
CCNC(=O)C1CCCN(C(=O)c2cccc(C(F)(F)F)c2)CC1 (stereo not drawn)	-0.3	-0.1	9	0	i	-5	1	-1	0
CCSc1nnc(NC(=O)c2c(-c3ccccc3Cl)noc2C)s1	0.7	-0.1	-3	-3	i	-5	-9	-2	-1
Cc1nc(NC(=O)c2ccccc2O)sc1C	1.4	-0.8	4	-1	i	-12	-9	-1	2
C[C@H](CO)N1C[C@H](C)[C@@H](CN(C)C(=O)Nc2ccccc2)Oc2c(NC(=O)NC3CCCCC3)cccc2C1=O	0.1	0.1	-1	1	i	22	2	-2	-7
COc1ccc(-c2csc(N(C)C(=O)c3ccco3)n2)cc1	0.8	0.0	1	3	i	16	-2	0	2
COc1ccc(S(=O)(=O)N2CCC(C(N)=O)CC2)cc1	-0.5	-0.4	-2	1	i	-6	-9	-11	10
CCN(CC)c1ccc(NC(=O)COc2ccc(C)cc2)cc1	-2.4	-0.4	-4	0	i	13	3	0	7
C/C(=C\C(=O)O)C12CC3CC(CC(C3)C1)C2	0.6	0.2	-2	1	i	-4	-3	-3	7
Oc1cccc(Nc2nc(O)c(/C=C3\C=Nc4ccccc43)s2)c1	0.8	17*	-154	2	i	-3	-400	-3	118

6 entries picked at random from the list so far, as already listed:
SMILES	MsrA inh	TbMetRS inhib	PABP1 MLLE inh	Rin1-Abl PPI inh	Neddylation inh	FAS TE block	E coli Lon inh	MsrA act	CSN inh
CCNC(=O)C1CCCN(C(=O)c2cccc(C(F)(F)F)c2)CC1 (stereo not drawn)	-0.3	-0.1	9	0	i	-5	1	-1	0
C/C(=C\C(=O)O)C12CC3CC(CC(C3)C1)C2	0.6	0.2	-2	1	i	-4	-3	-3	7
C=CCn1c(-c2ccccc2)c[nH]c1=S	-0.2	0.0	-32	-3	i	-2	2	4	-2
O=C(NCCC(=O)N1CCN(S(=O)(=O)c2ccccc2)CC1)c1ccc(Br)cc1	-0.1	-0.5	4	2	i	-2	5	0	-2
COc1ccc(S(=O)(=O)N2CCC(C(N)=O)CC2)cc1	-0.5	-0.4	-2	1	i	-6	-9	-11	10
CCOC(=O)C/C(C)=N/NC(=O)COc1ccccc1C	0.0	0.6	-2	3	i	-8	3	-5	-1

Next results
SMILES	MsrA inh	TbMetRS inhib	PABP1 MLLE inh	Rin1-Abl PPI inh	Neddylation inh	FAS TE block	E coli Lon inh	MsrA act	CSN inh
Cc1ccc(C(=O)N2CCN(C(=O)CN3CCCC3)C2)cc1	0.3	0.0	-3	1	i	-6	-1	0	-8
Cc1cccc(NC(=O)c2ccccc2-c2ccccc2)c1	0.2	-1.2	5	2	i	4	8	-11	-13
Cc1noc(C)c1COC(=O)COc1cccc2c1OC(C)(C)C2	0.2	-0.1	7	2	i	-2	-3	0	-3
NS(=O)(=O)c1ccc(NN=C2CCCCC2)c([N+](=O)[O-])c1	-1.0	-0.3	-20	-8	i	-5	-7	-6	-1
C=CC(=O)N=c1sc2ccccc2n1-c1ccccc1	1.7	0.1	6	-3	i	-1	2	-2	7
Cc1ccc(S(=O)(=O)N2CCCC(C(=O)N3CCCc4ccccc43)C2)cc1 (stereo not drawn)	0.0	-1.5	9	0	i	14	-10	0	4
O=C(COC(=O)c1ccc2ccccc2n1)Nc1ccccc1F	-0.3	-0.5	-6	3	i	-8	0	-4	4
CCC(C)(C(=O)NC1CCCCC1)N(Cc1ccco1)C(=O)c1ccc2c(c1)OCO2 (stereo not drawn)	0.1	-0.6	-2	-1	i	1	-2	-1	-5
CC(C)(C)NC(=O)C(c1ccccc1F)n1c(=O)c(-c2cc3ccccc3[nH]2)nc2ccccc21 (stereo not drawn)	2.5	-0.1	.	.	.	.	.	.	2
O=C(COC(=O)c1cc[n+]([O-])cc1)Nc1ccccc1Cl	0.3	-1.0	5	4	i	-8	-6	-12	-7
Cc1ccc(C(C)C)cc1OCC(=O)Nc1ccc(-n2cnnn2)cc1	-1.9	-0.4	-11	1	i	16	-10	-6	1
COc1cc(C)c(NC(=O)C(=S)NCCc2ccccc2)cc1C	-0.3	-0.8	19	-3	i	29	2	-4	-1
CC(C)(C)NC(=O)C(c1ccc(C(F)(F)F)cc1)n1c(=O)c(-c2ccco2)nc2ccccc21 (stereo not drawn)	-1.4	0.1	.	.	i	.	.	.	27
Cc1nc(C(F)(F)F)ccc1C(=O)N1CCC1(C)C(=O)NS(=O)(=O)c1ccc2c(c1)CCO2 (stereo not drawn)	0.6	-0.3	-3	-1	i	-8	4	-2	-4
Cc1ccc(CSc2nnc3ccc(-c4ccncc4)nn23)cc1	0.7	1.6	8	-7	i	-12	0	-7	0
O=c1oc2cc(O)ccc2c2ccccc12	0.2	0.1	-19	-113	i	-3	5	1	1
C/C(=N\NC(=O)c1ccc(-c2ccccc2)cc1)C1C(=O)c2ccccc2C1=O	0.9	0.4	4	2	i	6	2	-2	-4
c1coc(C2Nc3ccccc3-c3nc4ccccc4n32)c1 (stereo not drawn)	1.9	-0.5	-8	7	.	10	-6	-2	2
COC(=O)c1ccc(C(=O)OC)c(NC(=O)Cc2cccs2)c1	0.5	0.0	-16	0	i	-6	-23	-1	27
CCCn1c(Cc2ccccc2)nnc1SC(C)C(=O)NC1CC1 (stereo not drawn)	-0.1	0.6	8	4	i	-7	-6	3	-3
CCc1ccc(C(=O)NCC2COc3ccccc3O2)o1 (stereo not drawn)	0.5	-0.9	8	-1	i	-5	-2	-4	-4
Cc1ccccc1OCC(=O)O/N=C(\N)c1ccncc1	0.0	0.6	8	-3	i	0	-5	-3	-2
COc1ccc(C(=O)N(CC2CCCO2)C(C(=O)NC2CCCC2)c2ccc(Cl)cc2)cc1OC (stereo not drawn)	-0.6	-0.9	4	-1	i	7	7	-1	3
CCOC(=O)c1sc(N)c(C(=O)Nc2ccccc2OC)c1C	1.6	-0.9	22	-2	i	12	5	-1	-4
C=CCC[C@H](Cc1ccc(F)cc1)C(=O)OC[C@@H](Cc1c[nH]c2ccccc12)NC(=O)[C@@H](CC=C)CC(=O)N(CCO)Cc1ccccc1	1.4	-0.3	-18	7	i	22	1	-4	2
COc1ccc(Oc2nnnn2-c2ccccc2)cc1	0.7	0.1	2	-2	i	1	-9	0	-2
Cc1ccc(CNC(=O)C2CSC3(C)CCC(=O)N23)cc1 (stereo not drawn)	1.0	-0.1	-6	5	i	-2	2	-1	0
Cc1ccc2c(c1)S/C(=C/c1ccc[n+](CCO)c1)N2C	-0.9	0.3	-154	-7	i	-2	-7	-1	5
CC(C)CCn1nc(C(=O)Nc2nc3c(s2)CCCC3)c2ccccc2c1=O	0.9	-0.8	-58	-1	i	32	4	-2	7
Cc1ccc(N=Nc2c(N)nn(-c3ccccc3)c2N)cc1	5.0*	-0.1	-1	-2	i	17	6	-4	0
COc1ccccc1N1CCN(C(c2cccs2)C(C)NC(=O)c2cccs2)CC1 (stereo not drawn)	0.1	-0.1	-11	0	i	13	-6	-1	2
Clc1ccc(/C=C\c2nccc3c2[nH]c2ccccc23)cc1	3.0	1.1	-17	0	.	11	-9	-2	-2
COc1cc(OC)cc(-c2c(-c3cccs3)c3cc(-c4ccc(CN5CCOCC5)cc4)ccc3n2C)c1	2.1	-0.3	9	0	i	32	-13	-4	5
COC(=O)CN(C#N)c1nc(NC(C)C)nc(NC(C)C)n1	-0.2	-0.3	4	1	i	-8	9	-3	-2
CCOc1ccc(-c2nnc(SCC(=O)O)n2Cc2ccccc2)cc1	-1.2	-0.3	-28	-2	i	-7	-3	1	0
CCN=C1NN=C(c2cc(C)n(CCc3ccccc3)c2C)CS1	1.4	-1.9	-21	-2	i	-38	-2	-11	3
Cc1cccc(NC(=O)c2ccc(S(=O)(=O)N(C)C)cc2)c1	0.2	-0.4	4	2	i	-4	-5	-10	1
CCOCCCNC(=O)c1ccc(Cn2c(=O)[nH]c3ccsc3c2=O)cc1	-1.4	0.0	3	-3	i	-3	-5	-3	-7
Cc1cc(C2(c3ccc(O)c(C)c3)C(=O)N(C)c3ccc(Br)cc32)ccc1O	-0.6	0.9	4	0	i	29	6	-1	-1
Clc1nssc1=Nc1ccccc1	.	0.0	15	2	i	-5	-7	-8	-6
CC(NC(=O)CCN1C(=O)c2ccccc2C1=O)c1ccc2c(c1)CCCC2 (stereo not drawn)	-0.2	0.1	12	-8	i	-1	5	-3	-12
COc1ccccc1/C=N/NC(=O)Cn1cnc([N+](=O)[O-])n1	-0.1	1.1	-2	0	i	23	-3	-1	5
O=C(Nc1ccc(F)cc1F)NC1CCCCCCC1	0.4	-0.2	-3	3	i	6	-12	-3	2
CCOC(=O)Cc1nnc(NC(=O)c2ccco2)s1	0.7	-1.2	-3	-1	i	-8	3	-5	6
COc1ccc(OCCCn2c(=O)oc3ccccc32)cc1	-0.8	-0.1	2	2	i	8	1	-1	2
Cc1nn2c3ccccc3n(C)c2nc1=O	0.4	-0.7	-3	1	.	-4	2	6	3
O=C(Cn1c(=O)oc2cc(S(=O)(=O)N3CCCC3)ccc21)N1CCN(c2ccccc2)CC1	0.0	-0.2	5	2	i	-1	1	-2	10
COc1ccccc1NC(=O)N(CCN(C)C)Cc1cc2cc(C)ccc2[nH]c1=O	0.6	-0.3	12	-1	i	-10	-3	1	0
NC(=O)NC(=O)COC(=O)[C@H](Cc1ccccc1)NC(=O)c1cccs1	0.3	-0.5	3	-4	i	-5	-2	-2	-2
O=C(NC1CCCC1)C(c1cccnc1)N(C(=O)c1csnn1)C1CCCC1 (stereo not drawn)	-1.0	-1.1	-16	2	i	-6	-15	-9	2
O=C(Cn1cc2c(n1)CCCCC2)NC1CCN(Cc2ccccc2)CC1	-1.2	-0.1	-7	-2	i	-2	0	-5	2
Cc1ccc(C)c(Cn2nnc3c(=O)[nH]c(C(=O)NCC4CCCO4)nc32)c1 (stereo not drawn)	0.2	-0.5	15	2	i	-10	-2	-1	-4
CCOc1ccc(C(C)(C)C)cc1S(=O)(=O)N1CCOCC1	-0.1	-1.3	-12	1	i	-2	4	-9	-3
CCCN(CCC)CCNC(=O)C1CCN(S(=O)(=O)c2cccc3nsnc23)CC1	-0.5	-0.4	5	-2	i	-8	12	-11	3
O=C(c1ccccc1[N+](=O)[O-])N1CC2C3C=CC(C3)C2C1 (stereo not drawn)	1.1	-0.1	3	-2	i	-9	3	1	-1
O=C(C1CC1)n1cc(C(=S)N2CCOCC2)c2ccccc21	0.6	-0.3	8	-2	i	0	-3	1	-3
Cc1cc(SCC(=O)Nc2ccccc2C)nc(C)n1	-0.8	-1.3	10	-1	i	-14	-3	-11	-6
CCC(=O)Nc1cccc(NC(=O)c2ccc3c(c2)OCCO3)c1	-0.5	-0.4	4	-1	i	-7	-3	1	-3
CCOC(=O)c1ccccc1NC(=O)COC(=O)CCC(=O)c1ccccc1	0.4	0.0	1	-5	i	23	-1	5	-2

Screens: PubChem BioAssay, several laboratories
